ZTA counter: blocks Epstein-Barr virus ZTA, an EBNA-1 counter-screen; 0.15% of 320,000 active; ZTA-DNA binding, fluorescence polarization; P03206; inhibition, % at 11 µM; in the data active = inhibition above about 33%
Target sequence (P03206 whole entry, looked up): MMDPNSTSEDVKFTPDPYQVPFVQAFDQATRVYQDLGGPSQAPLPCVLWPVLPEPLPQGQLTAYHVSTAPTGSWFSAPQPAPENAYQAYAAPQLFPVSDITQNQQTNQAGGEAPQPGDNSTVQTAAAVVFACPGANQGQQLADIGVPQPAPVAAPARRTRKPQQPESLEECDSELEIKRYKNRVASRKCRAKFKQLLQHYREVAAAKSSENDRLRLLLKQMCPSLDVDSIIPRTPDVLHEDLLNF
PREPL inhibitor: human PREPL enzyme inhibition; inhibition, % at 5.96 µM; Q4J6C6; AID 2751; 0.68% of 320,000 active; recombinant PREPL, fluorescence polarization activity-based probe; in the data active = inhibition above about 43%;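 note: 0% = enzyme with DMSO and 100% = wells lacking enzyme; many of its hits are not listed in these tables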
PAD4 inh: blocks human protein arginine deiminase 4. Q9UM07. inhibition, % at 6.36 µM. AID 485272. 0.41% of 330,000 active. recombinant PAD4, RCA probe fluorescence polarization;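 active = percent inhibition above a cutoff equal to the mean of all tested compounds plus 3 SD, cut at about 15% in these data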;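 note: 0% = PAD4 with RCA probe and DMSO and 100% = probe without PAD4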
Target sequence (Q9UM07 whole entry, looked up): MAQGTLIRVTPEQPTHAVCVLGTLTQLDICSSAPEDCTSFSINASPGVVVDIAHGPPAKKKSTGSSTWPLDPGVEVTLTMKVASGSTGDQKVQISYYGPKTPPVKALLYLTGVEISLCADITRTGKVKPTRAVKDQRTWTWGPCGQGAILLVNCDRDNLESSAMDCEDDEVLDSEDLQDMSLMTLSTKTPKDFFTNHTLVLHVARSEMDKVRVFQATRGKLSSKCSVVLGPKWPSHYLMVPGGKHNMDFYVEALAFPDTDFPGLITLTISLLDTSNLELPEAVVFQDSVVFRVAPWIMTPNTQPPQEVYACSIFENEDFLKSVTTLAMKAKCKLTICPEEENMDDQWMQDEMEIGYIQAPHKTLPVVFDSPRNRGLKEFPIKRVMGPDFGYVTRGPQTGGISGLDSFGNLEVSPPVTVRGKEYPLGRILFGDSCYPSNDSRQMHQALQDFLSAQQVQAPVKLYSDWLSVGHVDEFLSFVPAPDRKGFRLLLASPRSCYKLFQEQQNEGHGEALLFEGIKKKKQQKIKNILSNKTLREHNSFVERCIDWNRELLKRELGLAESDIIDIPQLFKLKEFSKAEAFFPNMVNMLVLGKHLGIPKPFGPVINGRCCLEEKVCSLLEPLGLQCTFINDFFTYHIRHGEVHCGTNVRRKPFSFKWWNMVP
GSTO1 counter: blocks human GSTO1 in RBBP9 counter-screen | inhibition, % at 5.96 µM | 1.1% of 300,000 active | P78417 | recombinant GSTO1, activity-based probe fluorescence polarization;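 active = inhibition above the campaign mean inhibition plus 3 SD, cut at about 35% in these data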;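 note: 0% = GSTO1-1 with DMSO and 100% = wells lacking GSTO1-1 enzyme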
PAFAH2 inh: inhibitors of human PAFAH2; Q99487; recombinant PAFAH2, FP-rhodamine activity probe, fluorescence polarization; inhibition, % at 3.39 µM; 0.99% of 340,000 active; AID 492956;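 active = inhibition above the mean over all tested compounds plus 3 SD, cut at about 30% in these data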;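 note: inhibitors block probe labeling of enzyme so polarization drops; 0% = enzyme with DMSO and 100% = wells lacking PAFAH2 protein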
LYPLA2 counter: LYPLA2 (human) inhibition in PME1 counter-screen; AID 2177; inhibition, % at 5.9 µM; recombinant LYPLA2, FP-Rh probe fluorescence polarization; 0.38% of 320,000 active; O95372;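 active = inhibition above the screen-wide mean plus 3 SD, limit set per campaign, cut at about 26% in these data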;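 note: 0% = LYPLA2 with DMSO and 100% = wells lacking LYPLA2 enzyme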
PAFAH1B3 FP inh: PAFAH1B3 (human) inhibition. Q15102. recombinant PAFAH1B3, FP-rhodamine probe, fluorescence polarization. inhibition, % at 3.39 µM. 0.28% of 340,000 active;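 active = inhibition above the screen-wide average of all tested compounds plus 3 SD, cut at about 25% in these data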;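 note: 0% = enzyme with DMSO only and 100% = wells lacking PAFAH1B3 protein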
EBNA-1 inhibitor: blocks EBNA-1 binding to DNA; 0.34% of 300,000 active; inhibition, % at 14.8 µM; EBNA-1 DNA binding, fluorescence polarization; in the data active = inhibition above about 28%
LYPLA1 inh: LYPLA1 (human) inhibition in PME1 counter-screen; O75608; AID 2174; inhibition, % at 5.9 µM; 0.16% of 320,000 active; recombinant LYPLA1, FP-Rh probe fluorescence polarization;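 active = inhibition above the mean of all tested compounds plus 3 SD, set per campaign, cut at about 14% in these data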;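 note: inhibitors block serine hydrolase probe labeling of LYPLA1 so polarization falls; 0% = enzyme with DMSO and 100% = wells lacking LYPLA1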
* hit, by the source's call; nt = not tested or not shown.

The first 5 records, ahead of the listing:
SMILES	ZTA counter	PREPL inhibitor	PAD4 inh	GSTO1 counter	PAFAH2 inh	LYPLA2 counter	PAFAH1B3 FP inh	EBNA-1 inhibitor	LYPLA1 inh
Cc1cccc(CN2CCC(CNC(=O)C3CCCN(S(=O)(=O)c4cnc[nH]4)C3)CC2)c1 (configuration not stated)	-10	6	0	6	0	0	5	-1	4
COc1ccccc1N1CCN(C(=O)COc2cccc3ccccc23)CC1	15	7	-1	-1	-2	1	8	4	5
O=C(O)C1C2C=CC(O2)C1C(=O)Nc1ccc(S(=O)(=O)N2CCc3ccccc32)cc1 (configuration not stated)	-2	8	-6	-14	-2	3	-2	1	1
Cc1cc(C)n(C(=O)c2cc3sccc3[nH]2)n1	-4	-7	-4	4	9	1	-5	-9	2
Cc1csc(NC(=O)CCn2c(=O)oc3ccc(Cl)cc32)n1	1	-25	-2	-4	3	2	9	12	-7

Main list, repeating the preview:
SMILES	ZTA counter	PREPL inhibitor	PAD4 inh	GSTO1 counter	PAFAH2 inh	LYPLA2 counter	PAFAH1B3 FP inh	EBNA-1 inhibitor	LYPLA1 inh
Cc1cccc(CN2CCC(CNC(=O)C3CCCN(S(=O)(=O)c4cnc[nH]4)C3)CC2)c1 (configuration not stated)	-10	6	0	6	0	0	5	-1	4
COc1ccccc1N1CCN(C(=O)COc2cccc3ccccc23)CC1	15	7	-1	-1	-2	1	8	4	5
O=C(O)C1C2C=CC(O2)C1C(=O)Nc1ccc(S(=O)(=O)N2CCc3ccccc32)cc1 (configuration not stated)	-2	8	-6	-14	-2	3	-2	1	1
Cc1cc(C)n(C(=O)c2cc3sccc3[nH]2)n1	-4	-7	-4	4	9	1	-5	-9	2
Cc1csc(NC(=O)CCn2c(=O)oc3ccc(Cl)cc32)n1	1	-25	-2	-4	3	2	9	12	-7
COc1cc2[nH]c(=S)nc(NCc3cccc(Cl)c3)c2cc1OC	-10	1	-4	1	8	5	8	7	0
COc1cc(NC(=O)c2ccc([N+](=O)[O-])cc2)c(OC)cc1NC(=O)CC(C)C	12	-4	3	-4	-5	-5	1	2	-1
Cc1ccc(-c2csc3ncnc(N4CCN(C)CC4)c23)cc1C	-4	14	4	-10	1	6	10	3	-1
O=C(CSc1nnc(-c2ccco2)n1-c1ccccc1)N1CCN(C(=O)c2ccco2)CC1	1	2	-6	-5	-6	3	7	7	3
COC(=O)c1ccccc1NC(=O)CN1C(=O)c2ccccc2S1(=O)=O	-12	7	-4	8	2	-4	5	6	-2
CCC(NC(=O)N(Cc1ccccc1)Cc1ccc2c(c1)OCO2)(C(F)(F)F)C(F)(F)F	6	-3	1	7	1	5	3	13	1
CC(=O)Nc1ccc(NC(=O)C(C)c2cccc(C(=O)c3ccccc3)c2)cc1 (configuration not stated)	10	3	-3	0	-5	2	6	4	5
Cc1ccc(C(C)NC(=O)c2cccs2)cc1 (configuration not stated)	-10	8	4	-2	4	2	-3	-3	0
Cc1ccc(CCNC(=O)CSCc2ccc(F)cc2)cc1	1	-17	2	5	9	12	7	-2	-2
CCOC(=O)c1nnc(-c2ccccc2)nc1N1CCSCC1	-5	2	0	2	10	-4	2	-9	-3

Look-ups from the entries so far:
O=C(O)C1C2C=CC(O2)C1C(=O)Nc1ccc(S(=O)(=O)N2CCc3ccccc32)cc1 (configuration not stated) @ PAFAH2 inh: -2
Cc1ccc(CCNC(=O)CSCc2ccc(F)cc2)cc1 @ LYPLA1 inh: -2
COc1cc2[nH]c(=S)nc(NCc3cccc(Cl)c3)c2cc1OC @ PREPL inhibitor: 1
Cc1cc(C)n(C(=O)c2cc3sccc3[nH]2)n1 @ LYPLA1 inh: 2

Other records:
SMILES	ZTA counter	PREPL inhibitor	PAD4 inh	GSTO1 counter	PAFAH2 inh	LYPLA2 counter	PAFAH1B3 FP inh	EBNA-1 inhibitor	LYPLA1 inh
CCc1nnc(NS(=O)(=O)c2ccc(NC(=O)c3cccc([N+](=O)[O-])c3)cc2)s1	-25	13	-1	-3	-1	18	4	-8	2
COc1ccccc1N1CC(C(=O)Nc2ccc(C)c(S(=O)(=O)N3CCOCC3)c2)CC1=O (configuration not stated)	nt	3	2	nt	7	nt	0	nt	nt
Nc1oc2ccc(F)cc2c(=O)c1C=O	-8	11	1	5	-5	7	11	7	3
O=C(O/N=C1/CCSc2ccccc21)c1ccccc1	-4	-3	7	18	41*	3	4	-7	0
Cc1ccc(C(=O)O)cc1-c1ccc(/C=C2\SC(=O)N(CC(=O)Nc3ccc4c(c3)OCO4)C2=O)o1	9	4	-1	4	5	18	23	-3	-5
COCCN(Cc1ccccc1)C(=O)Cc1ccc(OC)c(S(=O)(=O)N2CCOCC2)c1	4	-6	1	8	-5	7	2	-11	-1
Cc1cccc(OCC(=O)NCCCNC(=O)c2cccnc2)c1	-6	5	-2	-2	1	-2	-5	1	-2
Cc1ccc(S(=O)(=O)Nc2nc(-c3ccc(F)cc3)cs2)cc1	4	-7	-5	-6	1	5	5	-4	0
COC(=O)c1c(C)[nH]c(C(=O)N2CCN(c3ccc(OC)cc3)CC2)c1C	-6	-2	0	4	nt	3	nt	1	-1
CN(C)CCNC(=O)C(=O)Nc1cc2c3c(c1)CCN3C(=O)CC2	-3	18	1	1	3	-5	1	-27	-2
CCOC(=O)c1cnc2ccc(C(=O)OC)cc2c1Nc1cccc(C(=O)O)c1	-7	4	-1	9	-5	8	4	9	-1
Cn1cccc1/C=C1\SC(=Nc2ccccc2)NC1=O	0	14	1	-38	4	2	6	0	1
CC(=O)[C@]1(O)Cc2c(O)c3c(c(O)c2[C@@H](O[C@H]2C[C@H](N)[C@H](O)[C@H](C)O2)C1)C(=O)c1ccccc1C3=O	26	66*	84*	67*	nt	74*	nt	-12	77*
Cc1cc(C)n(-c2ccc(Cl)c(C(=O)Nc3ccc(OC(F)(F)F)cc3)n2)n1	-1	10	-1	4	-8	0	3	6	2
Cc1ccc(C)n1-c1sc2c(c1C(=O)O)CCCC2	-6	0	-4	7	16	2	-2	-3	0
Oc1cccc2c3c(oc12)CCCC3	-8	-1	0	0	nt	2	nt	-6	1
CCCNC(=O)N1CCC(C(=O)c2cccc(F)c2)CC1	-5	-4	4	-4	-7	3	-2	11	-2
CC1CCN(C(=O)c2cc(F)c(F)cc2Cl)CC1	4	12	1	-2	0	0	0	-9	2
CCN(CC)CCOC(=O)c1ccc(NC(=O)CNC(=O)C2CCCCC2)cc1	14	-1	1	4	-1	5	-1	2	1
COc1ccccc1CCNC(=O)C1CCC(=O)N(C2CC2)C1 (configuration not stated)	-6	2	-4	5	8	-3	8	-16	-3
CC(C)CC(=O)N(c1ccc(F)cc1)C1C=CS(=O)(=O)C1 (configuration not stated)	3	-3	1	7	1	6	-3	0	4
Cc1ccc(-n2c(C)nnc2SCC(=O)N2CCc3ccccc3C2)cc1	-8	0	2	0	-4	1	-5	-5	0
OCC[C@@H]1C[C@H](O)[C@@H](O)[C@]2(CCc3ccccc3O2)O1	1	11	-3	5	-10	-2	3	-7	-2
CCOC(=O)C1=C(N)N(c2ccc(C)cc2)C2=C(C(=O)CCC2)C1c1cccs1 (configuration not stated)	-3	5	3	0	11	2	5	0	-6
COCCN1Cc2cccc(C(=O)Nc3ccc(C)c(C)c3)c2C1=O	-11	8	2	5	8	3	-6	7	-2
Cn1ccc(=S)c2ccccc21	6	11	0	-2	2	-1	7	-2	-2
Cn1cccc1/C=N/n1c(-c2ccc(Cl)cc2)n[nH]c1=S	-3	0	2	-6	2	4	1	6	2
Cc1ccccc1C(=O)Nc1cccc(C(=O)N/N=C/c2cc(Cl)cc([N+](=O)[O-])c2O)c1	5	29	2	8	6	10	-9	15	-1
COCCNC(=O)CN(C(=O)CCC(=O)Nc1ccccn1)c1ccc(F)c(Cl)c1	3	5	0	1	-1	-1	3	5	-1
CC(C(=O)Nc1ccccc1-c1ccccc1)N1CCN(C(=O)c2ccccc2)CC1 (configuration not stated)	9	0	-1	-3	3	5	-3	-4	-1
Cc1ccc(C(=O)N/C(=C\c2ccc3c(c2)OCO3)C(=O)Nc2ccc(C(=O)O)cc2)cc1	-7	-9	-2	-1	4	6	6	-9	3
O=C(NCc1ccc(Cl)cc1)c1noc2c1CCCC2	3	10	-2	3	-3	-3	8	1	-3
C#CCOCCOCCOCCNc1nc(N2CCN(C(=O)CCCCCCCCCCNC(=O)[C@H](CO)n3cc(CCCSC)nn3)CC2)nc(N2CCN(C(=O)CCCCCCCCCCNC(=O)[C@H](CCCN=C(N)N)n3cc(C[C@@H](C)CC)nn3)CC2)n1	96*	21	-12	-4	-39	-52	-49	3	-35
CCc1nnc(SC(C)C(=O)Nc2nccs2)n1C (configuration not stated)	0	11	-3	1	6	-1	3	-2	-1
Cc1ccc(S(=O)(=O)N2CCN(c3ccccc3)CC2)cc1C(=O)NC1CCCCC1	6	6	2	-1	1	-6	-6	3	-4
COc1ccc(/C=C2\SC(=S)N(CCCC(=O)N3CCOCC3)C2=O)cc1OC	11	18	3	1	13	8	4	-2	-2
Cc1ccc(N=CC2=C(O)CC(c3ccc(Cl)cc3)CC2=O)cc1 (configuration not stated)	8	-20	-2	6	-2	0	2	7	0
CCN(CC)CCN1C(=O)C(=O)/C(=C(/O)c2ccc(OC(C)C)cc2)C1c1cccs1 (configuration not stated)	7	-11	-3	2	5	-5	-4	-7	1
Cc1ccc(S(=O)(=O)NCC2(c3ccccc3)CCOCC2)cc1	-6	3	-1	2	9	0	6	-4	-3
O=C(Cn1ccc([N+](=O)[O-])n1)NCc1nc2ccccc2[nH]1	4	0	2	-11	-4	2	7	1	1
CCOC(=O)C(NCCc1ccc(F)cc1)(NC(=O)CC)C(F)(F)F (configuration not stated)	3	8	-7	8	3	1	-6	4	-2
Cn1cc(/C=C/C(=O)N2CCCC(C(=O)c3ccc(C(C)(C)C)cc3)C2)cn1 (configuration not stated)	9	6	-2	1	7	-2	-4	-2	1
CCCNC(=O)C(Cc1ccc(Cl)cc1)NC(=O)c1ccc(-c2ccccc2)cc1 (configuration not stated)	4	0	-4	nt	-7	5	5	nt	0
Cc1ccc(-n2c(=O)[nH]c3ncccc3c2=O)cc1	14	2	4	4	0	3	10	0	2
CNS(=O)(=O)c1cccc(C(=O)OCc2csc(-c3ccccc3)n2)c1	-6	-5	0	-5	2	7	8	-15	-1
COc1ccc(NCc2cc3cc(OC)ccc3[nH]c2=O)cc1	-3	31	-7	9	4	0	22	6	0
COc1ccccc1N1CCN(S(=O)(=O)c2ccc3c(c2)NC(=O)C(C)C(=O)N3)CC1 (configuration not stated)	-7	8	2	5	-18	1	-3	-1	3
COc1cc(/C=N/N2CCN(c3ccc(Cl)cc3)CC2)cc(OC)c1OC(C)=O	7	7	-6	3	-2	1	9	-1	-1
O=C(CC1(O)C(=O)Nc2ccccc21)c1ccc(-n2cnnn2)cc1 (configuration not stated)	-8	-1	-4	10	4	0	12	8	1
COc1ccccc1NC(=O)Nc1ccnn1C1CCCCC1	5	-4	2	9	12	2	7	18	3
COc1ccc(-c2csc(NC(=S)NC(=O)c3ccccc3)n2)cc1Br	1	6	-1	-1	nt	-5	nt	15	-3
O=C(C1CCC1)N1CCN(S(=O)(=O)c2cccc(F)c2)CC1	24	-3	-2	0	-1	0	-2	6	0
Cc1oc(-c2ccccc2F)nc1CS(=O)CC(=O)NCc1ccc(F)cc1 (configuration not stated)	-3	14	-4	-6	5	4	8	-4	-2
CC(=O)Nc1ccccc1N(CC(O)Cn1c2ccccc2c2ccccc21)S(=O)(=O)c1ccc(C)cc1 (configuration not stated)	-6	10	2	-13	-32	-50	-21	-4	-31
CS(=O)(=O)N1CCCC(C(=O)N2CCOCC2)C1 (configuration not stated)	14	-2	-2	6	1	0	-8	2	-1
CSc1nc(O)c(C2OC(=O)c3ccccc32)c(=O)[nH]1 (configuration not stated)	2	-1	-6	4	-4	5	1	-15	4
CC(=O)Nc1ccc(-c2cc(-c3ccccc3)nc(-c3ccccc3)n2)cc1	3	-11	-1	4	-18	-12	7	-9	-10
Cc1ccc2nc(C)c(C(=O)O)cc2c1	3	2	-3	-2	0	-2	4	-15	-2

Screens from PubChem BioAssay.

These rows are one share of the data (hit frequency here may not be typical).
